SDO1 yeast rescue: sdo1-depleted yeast growth rescue; z-score at 10 µM; 140,000 tested, 0.21% active; S. cerevisiae sdo1-depleted JHY4D growth rescue, OD600 30 h; stronger effect = higher value; pdr5 snq2 efflux-pump mutant strain;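 active = z-score above 3 at both the 24 hr and the 30 hr optical density reads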;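 also: z-score against mean and SD of all compound wells on the same plate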
Insulin prom inh: TRM-6 insulin promoter activity inhibition. inhibition, % at 2 µM. TRM-6 cells (human fetal islet line), insulin promoter-eGFP reporter, imaging; reporter expression induced with tamoxifen. 130,000 tested, 0.9% active;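 active = inhibition above the mean plus 3 SD, with well images judged a real hit on visual review, cut at about 60% in these data, passing the limit was not always enough; inconclusive = inhibition over the cutoff but images rejected on review; inactive = inhibition not above the cutoff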
SDO1 yeast rescue Rescue 24 h: second read-out of SDO1 yeast rescue, no call of its own (marks repeat the call); z-score; S. cerevisiae sdo1-depleted JHY4D growth rescue, OD600; measured here: growth rescue at 24 h;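 0 is the plate mean of compound wells and units are plate SD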
Active calls of the source: *; ? = inconclusive; . = not tested or not shown.

mol | SDO1 yeast rescue | SDO1 yeast rescue Rescue 24 h | Insulin prom inh
Fc1ccccc1/C=C1\CCCC2=C1Nc1ncnn1C2c1ccccc1F (stereo unspecified) | -0.46 | -0.48 | 86.1*
CN(C)c1ccc(C(=S)N2CCCCC2)cc1 | . | . | 28.6
N#C/C(=N\O)c1nc2ccccc2[nH]1 | 0.85 | -1.08 | 38.9
Cc1ccc(-n2c(SCC(=O)NCc3ccco3)nc3sc(C)c(C)c3c2=O)cc1 | -0.84 | 0.72 | 68.8
S=c1[nH]nc(-c2cc3ccccc3o2)n1Cc1ccccc1 | -2.38 | -1.9 | 44.2
O=C(c1ccc(CSc2ccccc2)cc1)N1CCCCCC1 | -1.34 | 0.2 | -8.3
Nc1nnc(SCCOc2ccccc2)s1 | -0.34 | -0.5 | -28.6
CS(=O)(=O)N(CC(=O)N1CCN(c2ccccc2F)CC1)c1cc(C(F)(F)F)ccc1Cl | -1.41 | -1.59 | 60.7
Cc1cc(C)cc(Oc2coc3cc(OC(=O)c4cccnc4)ccc3c2=O)c1 | -0.28 | 0.04 | -3.1
CCCC(=O)N1CCN(C2=NS(=O)(=O)c3ccccc32)CC1 | -1.06 | -1.14 | -17.4
COc1ccc(NS(=O)(=O)c2cccc(N/C(=N\S(=O)(=O)c3ccccc3)c3ccc(F)cc3)c2)cc1 | 0.52 | 1.25 | -9.1
C/C(Cn1nnc2ccccc21)=N\OC(=O)c1ccccc1C | -0.44 | -0.38 | -20.6
Cc1cc(S(=O)(=O)NC2CCCCC2)ccc1OCC(=O)N1CCOCC1 | -0.67 | -0.09 | -61.5
Clc1ccc2oc(-c3ccccc3)cc(=NCCCN3CCOCC3)c2c1 | . | . | -321.4
Cc1cccc(-c2nnc(SCc3ccc(C#N)cc3)n2Cc2ccco2)c1 | -1.12 | -0.28 | -8.8
CCC(C)NC(=O)c1cn(CC)c2ccc(S(=O)(=O)N(C)C)cc2c1=O (stereo unspecified) | 0.85 | 1.04 | .
Cc1cc(=O)[nH]c(SCC2(O)C3CC4CC(C3)CC2C4)n1 (stereo unspecified) | -0.09 | -0.64 | .
COc1ccc(S(=O)(=O)NC2CCCC2)c(Cl)c1Cl | -0.17 | -0.18 | -57.1
O=C(Nc1cccc([N+](=O)[O-])c1)c1ccc2c(c1)OCO2 | -0.13 | -0.21 | -19.4
CC12CN3CC(=O)N4CC5(C)CN(CC(C)(C4)C5=O)C(=O)CN(C1)CC(C)(C3)C2=O | 0.19 | -0.61 | -7.1
S=C1N(c2ccccc2)C(c2ccc(Cl)cc2)N2CCCN12 (stereo unspecified) | -1.5 | -1.37 | -69.2
Clc1ccc(-c2csc(N/N=C\c3cccnc3)n2)cc1 | -0.23 | 0.93 | .
CN(Cc1cccs1)C(=O)CCc1ccc(S(=O)(=O)N2CCOCC2)cc1 | 0.7 | 0.85 | -32.5
CCN(CC)C(=O)CSc1nc2ccccc2c(=O)[nH]1 | 0.74 | 0.09 | -270.6
Cc1c(C(=O)Nc2ccc3oc(-c4cccnc4)nc3c2)oc2ccccc12 | 0.56 | 1.37 | 25.0
N#Cc1ccccc1OCC(=O)NC(N)=O | 0.34 | 0.41 | 38.2
CN1C(=O)NC(c2ccc(O)cc2)C2=C1CN(c1cccc3ccccc13)C2=O (stereo unspecified) | . | . | 9.1
O=[N+]([O-])c1cc(C(F)(F)F)ccc1NCCNC(=S)Nc1ccc(Cl)cc1 | -1.22 | -1.22 | -6.7
COc1nc(N(C)S(=O)(=O)c2ccc(C)cc2)nc(C)c1Cl | -0.33 | 0.13 | -15.2
Cc1cccc(N=Cc2cc(Br)cc(Cl)c2O)c1 | . | . | -73.3
Cc1nn(-c2ccccc2)c(C)c1NS(=O)(=O)c1ccccc1 | -1.12 | -1.5 | .
C=CCNC(=O)NC(=O)COC(=O)C(C)Oc1ccc(Cl)cc1Cl (stereo unspecified) | . | . | 62.2
COC(=O)c1c(NC(=O)C2CCC2)sc(C(=O)N(C)C)c1C | 0.69 | -0.11 | -35.1
CCOc1ccc(OCc2nnc(SCC(=O)NC3CCS(=O)(=O)C3)n2-c2ccc(Cl)cc2)cc1 (stereo unspecified) | 0.72 | 1.02 | 12.5
CCOc1ccc(C(=O)NC2CCN(S(=O)(=O)CC)CC2)cc1 | -0.25 | -1.07 | .
COC(=O)N/N=C/c1cc(Cl)cc(Cl)c1OCc1ccccc1 | 0.85 | 1.11 | 35.4
O=C(COC(=O)CN1C(=O)c2ccccc2C1=O)Nc1ncc(Cl)cc1Cl | 0.34 | 0.17 | .
CC(C)(C)c1ccc(S(=O)(=O)NCC(=O)Nc2sc3c(c2C(N)=O)CCCC3)cc1 | -0.21 | 0.01 | -23.3
COc1ccc(Nc2ncnc3scc(-c4ccc(OC)cc4)c23)cc1 | -0.71 | 0.04 | -4.0
O=C(Nc1ccccc1)c1ccc(Cn2cc(C(F)(F)F)ccc2=O)cc1 | -0.03 | 0.06 | 17.6
CC(C)OC(=O)C(=O)NNc1ccccc1 | -0.01 | 0.38 | -6.2
CC(C)(C)NC(=O)C(c1ccco1)N(C(=O)c1csnn1)c1ccccc1 (stereo unspecified) | 0.42 | 0.3 | .
CSc1nc(N)c2c(n1)OC(N)=C(C#N)C2c1cccnc1 (stereo unspecified) | . | . | -63.6
CC(=O)N1N=C(c2ccc(C)cc2)OC1c1ccc(Br)cc1 (stereo unspecified) | . | . | 50.0
COc1ccc(-c2nc(C#N)c(NCc3ccc(F)cc3)o2)cc1OC | -1.96 | -1.39 | 57.1
Cn1ccc(NC(=O)Nc2ccc(Cl)cc2Cl)n1 | -0.93 | -0.76 | 33.3
CCOC(=O)c1cccc(NC(=O)C2CCCN2S(=O)(=O)c2cccc3cccnc23)c1 (stereo unspecified) | -0.66 | -0.95 | .
O=C(/C=C/c1ccc(Br)cc1)N1CCN(c2cccc(C(F)(F)F)c2)CC1 | -1.23 | -0.25 | .
O=S(=O)(c1ccc(Cl)cc1)N1CCSC1c1ccco1 (stereo unspecified) | 0.16 | 0.24 | 3.0
Cc1nn(Cc2ccccc2Cl)c2sc(C(=O)Nc3ccccc3N3CCOCC3)cc12 | -0.23 | -0.53 | .

Complete entries from above.
Shown for `O=[N+]([O-])c1cc(C(F)(F)F)ccc1NCCNC(=S)Nc1ccc(Cl)cc1` : SDO1 yeast rescue: -1.22; SDO1 yeast rescue Rescue 24 h: -1.22; Insulin prom inh: -6.7
Shown for `N#C/C(=N\O)c1nc2ccccc2[nH]1` : SDO1 yeast rescue: 0.85; SDO1 yeast rescue Rescue 24 h: -1.08; Insulin prom inh: 38.9

Other entries
mol | SDO1 yeast rescue | SDO1 yeast rescue Rescue 24 h | Insulin prom inh
Cc1cccc(NC(=S)NC2CC3CCC(C2)N3Cc2ccco2)c1C (stereo unspecified) | 0.94 | 0.87 | .
COc1ccc(C)cc1NC(=O)c1[nH]c(C)c(C(C)=O)c1C | -2.03 | -1.34 | -23.1
Cc1cc(C(=O)OCc2nc3ccccc3s2)c(C)o1 | 0.15 | 0.25 | 12.9
CCC(=O)N1CCN(c2ccc(NC(=O)COc3ccccc3Cl)cc2)CC1 | -0.58 | -1.01 | 43.3
COc1ccc(S(=O)(=O)Nc2cccc(N(C)S(C)(=O)=O)c2)cc1Br | 0.63 | 0.5 | .
N/C(=N\OC(=O)CCc1ccccc1)c1ccc(Cl)cc1 | -2.4 | -1.28 | -125.8
Cc1ccc2[nH]c3c(c2c1)CN(C(=O)CN1CCN(c2ccccn2)CC1)CC3 | -0.43 | -0.33 | -18.5
O=C(CSc1nnc(Cc2ccccc2)o1)NCCc1ccccc1 | -0.22 | -0.51 | 40.9
CCC(NC(=O)C1CCC1)c1ccc(C)cc1 (stereo unspecified) | 1.15 | 1.46 | 0.0
CC1CCC(NC(=O)C2CCC(CNS(=O)(=O)c3cccc4nsnc34)CC2)CC1 (stereo unspecified) | -2.11 | -1.12 | .
Cc1nnc(SCc2nnc(-c3ccccc3Br)o2)n1-c1ccccc1 | 0.52 | 0.63 | -207.4
COc1ccc(-c2noc(CCC(=O)N(C)c3cccc(C)c3)n2)cc1 | 4.31* | 3.52* | -10.3
CN(CC(=O)Nc1ccc(N2CCOCC2)cc1)Cc1c(O)ccc2ccccc12 | . | . | 66.7
Cc1cccc(OCCNC(=O)c2ncn[nH]2)c1 | 0 | -0.19 | 40.0
O=C(C1CCCN(S(=O)(=O)c2cccc3nsnc23)C1)N1CCc2ccccc21 (stereo unspecified) | -1.26 | -0.07 | .
CCCSc1nn2c(=O)c3ccccc3nc2s1 | -0.48 | 0.18 | -8.1
CCOc1ccc(-c2nnc3sc(-c4c(OC)cccc4OC)nn23)cc1 | . | . | 10.0
Cn1c2c(c(=O)n(C)c1=O)C(C(F)(F)F)(C(F)(F)F)N=C(c1ccccc1Cl)N2 | -0.38 | -0.36 | 21.7
Cc1c(N2C(=O)c3ccc(F)cc3C2=O)c(=O)n(-c2ccccc2)n1C | -0.53 | -1.11 | ?
CCOC(=O)C1CCCN(C(=O)Nc2cccc(Cl)c2)C1 (stereo unspecified) | 2.34 | 3.94 | -30.0
CCCn1nc(C(=O)Oc2ccc3c(C)cc(=O)oc3c2)c2ccccc2c1=O | 0.16 | -0.86 | 36.7
Cc1c(Cc2c(C)n(C)n(-c3ccccc3)c2=O)c(=O)n(-c2ccccc2)n1C | 1.3 | -1.24 | -5.6
CCOC(=O)CNC(=O)c1ccc2[nH]c3c(c2c1)CCCC3 | 0.85 | 0.51 | -78.6
COC(=O)c1ccccc1NC(=S)NC(NC(=O)c1ccccc1[N+](=O)[O-])C(Cl)(Cl)Cl (stereo unspecified) | 0.49 | 0.63 | -41.9
C/C(Cc1ccccc1)=N\NC(=O)C1CCCCC1 | 0.63 | 0.43 | -6.7

Other compounds.
Every second line gives: SDO1 yeast rescue | SDO1 yeast rescue Rescue 24 h | Insulin prom inh
> O=S(=O)(Nc1ccc(N2CCOCC2)nn1)c1ccccc1
→ 0.14 | -0.46 | 0.0
> CCOC(=O)CCCNC(=O)COc1ccccc1C#N
→ 0.31 | 1.02 | .
> COc1ccc2oc(=O)c(/C(C)=N/NC(=O)c3ccncc3)cc2c1
→ 0.9 | 0.45 | .
> N#Cc1c(-c2ccccc2)cc(-c2ccco2)c(C#N)c1N
→ 0.23 | 1.78 | -32.1
> O=C(Nc1nnc(C2=COCCO2)o1)c1ccc(S(=O)(=O)N2CCCC2)cc1
→ . | . | 36.4
> O=C(Nc1cnccn1)c1cccs1
→ -0.3 | -0.08 | 18.8
> COc1cccc(OC)c1OCCN1CCN(C(=O)c2ccco2)CC1
→ 0.16 | -0.64 | 52.2
> CCOc1ccc(N=C(/C(C(=O)C(=O)N2CCOCC2)=C(\O)c2ccccc2)c2ccccc2)cc1
→ -0.67 | -1.32 | -8.3
> OCCCc1nc2n(n1)C(c1cccs1)C=C(c1ccccc1)N2 (stereo unspecified)
→ -0.2 | -0.4 | .
> OCCCc1nc2ccccc2n1CCc1ccccc1
→ 0.32 | 0.36 | 42.5

Looked up by compound from the entries so far, 5 records:
Every second line gives: SDO1 yeast rescue | SDO1 yeast rescue Rescue 24 h | Insulin prom inh
> COc1cccc(OC)c1OCCN1CCN(C(=O)c2ccco2)CC1
→ 0.16 | -0.64 | 52.2
> N#Cc1c(-c2ccccc2)cc(-c2ccco2)c(C#N)c1N
→ 0.23 | 1.78 | -32.1
> O=C(Nc1nnc(C2=COCCO2)o1)c1ccc(S(=O)(=O)N2CCCC2)cc1
→ . | . | 36.4
> OCCCc1nc2n(n1)C(c1cccs1)C=C(c1ccccc1)N2 (stereo unspecified)
→ -0.2 | -0.4 | .
> OCCCc1nc2ccccc2n1CCc1ccccc1
→ 0.32 | 0.36 | 42.5

More structures:
Every second line gives: SDO1 yeast rescue | SDO1 yeast rescue Rescue 24 h | Insulin prom inh
> FC(F)Oc1ccccc1NC(=S)NCc1ccco1
→ 0.48 | -0.63 | 35.0
> Cc1ccc(-n2c(=O)cc(NCc3cccnc3)[nH]c2=O)cc1
→ -0.15 | -0.67 | 18.2
> COCCNC(=O)c1ccccc1NC(=O)CCSc1ccccc1
→ . | . | -68.4
> O=C(OCC(=O)c1ccc(S(=O)(=O)N2CCCC2)cc1)C1=COCCO1
→ 0.16 | -0.41 | -92.3
> CCC(=O)c1c[nH]c(C(=O)NCCCN2CCOCC2)c1
→ 0.86 | 0.48 | 18.5
> COc1ccccc1C(=O)NNC(=O)CCCN1C(=O)/C(=C/c2cccs2)SC1=S
→ 0.71 | 0.48 | .
> COc1ccc(CCC(=O)NC(C)C)cc1
→ 0.35 | 0.45 | -10.0
> CCn1cc(CNC(=O)C2C3CCC(C3)C2C(=O)O)cn1 (stereo unspecified)
→ 1.54 | 2.18 | .
> COc1ccc(CCNCC(=O)N2C(C)CCCC2C)cc1OC (stereo unspecified)
→ . | . | 6.7
> COC(=O)c1ccc(C(=O)NC(=S)Nc2nc3c(s2)CCCC3)cc1
→ -0.65 | -0.31 | .
> c1ccc(-c2cnn3nnnc3n2)cc1
→ 1.07 | 0.74 | 41.9
> CC1CN(c2nc3ccccc3cc2-c2ccccc2)CC(C)O1 (stereo unspecified)
→ . | . | 7.7
> CCn1c(Cc2ccccc2)nnc1SCC(=O)Nc1nc2ccccc2s1
→ 0.4 | 0.67 | -188.2
> COc1ccc(-n2c(C)cc(C(=O)CSc3nn4c(=O)c(C(C)(C)C)nnc4s3)c2C)cc1
→ -1.06 | -1.42 | 54.5
> COc1ccc(C)cc1-n1c(C)cc(C=O)c1C
→ . | . | -50.0
> O=C(CO/N=C/c1ccccc1OC(F)F)NC1CCCCC1
→ -0.18 | -0.57 | 30.0

High-throughput results: PubChem, several laboratories
